# Screening data: PubChem, several laboratories
# LAP4-GFP MLPCN = modulators of LAP4-GFP expression in yeast, primary screen, S. cerevisiae, multiplex flow cytometry, MLPCN library | GFP response vs DMSO, % at 10 µM | 0.34% of 320,000 active | 3 h; median GFP as percent of DMSO wells;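 active means GFP response vs DMSO above a set limit, about the screen mean plus 3 SD, cut at about 150% in these data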
# Efflux pump mplx = inhibitors of Candida efflux pumps in yeast, primary screen, S. cerevisiae, Nile Red, multiplex; S. cerevisiae Candida pump triplex; inhibition, % at 10 µM; 0.44% of 330,000 active;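 active means plate passing quality check with inhibition over a set limit, or well fluorescence over plate mean plus 4 SD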;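 further: Nile Red retained in pooled yeast measured as flow cytometry median fluorescence; 0% = buffer negative control and 100% = Enniatin B positive control; higher means more Nile Red kept so more efflux inhibition; some compounds called inactive have numbers as strong as hits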
# MEP2-GFP yeast = modulators of MEP2-GFP levels in yeast, primary screen, S. cerevisiae, multiplex flow cytometry, MLPCN library. AID 2016, 2009. S. cerevisiae MEP2-GFP strain, 3 h; 100% = DMSO control level. GFP response vs DMSO, % at 10 µM. 0.51% of 330,000 active;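 active means GFP response versus DMSO above a set limit, roughly screen mean plus 3 SD, cut at about 180% in these data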;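 further: median GFP fluorescence of the barcode-gated MEP2-GFP cells per well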
# CIT2-GFP yeast = modulators of CIT2-GFP expression in yeast, primary screen, S. cerevisiae, GFP fusion, multiplex flow cytometry, MLPCN library; GFP response vs DMSO, % at 10 µM; S. cerevisiae CIT2-GFP strain, 3 h; 100 means same as DMSO wells; 0.065% of 320,000 active;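 active means GFP response relative to DMSO above a set limit, near the screen mean plus 3 SD, cut at about 150% in these data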;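 further: ratio of well median GFP fluorescence to mean of DMSO wells on the plate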
# CR mimetic SO = reduction of superoxide in aged yeast, primary screen, HTS; S. cerevisiae aged cells, superoxide DHE fluorescence; stronger effect = lower value; superoxide response (% of plate mean), % at 10 µM; 0.18% of 330,000 active;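 active means superoxide response under a set limit, about three screen SD below normal, cut at about 65% in these data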;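 further: yeast aged for seven days with compound at 30 °C before DHE staining; 100% = average MFI of all compound-treated wells on the plate with controls excluded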
# RPL19A-GFP yeast = RPL19A-GFP expression modulators in yeast, primary screen, cell-based, S. cerevisiae, multiplex flow cytometry, MLPCN | AID 2025, 2009 | percent response vs DMSO, % at 10 µM | 0.3% of 330,000 active | S. cerevisiae RPL19A-GFP strain, 3 h; stronger effect = lower value;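 active means percent response vs DMSO below 50%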;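 further: median channel GFP fluorescence of the barcoded RPL19A-GFP strain; ratio of sample median GFP to plate DMSO average so 100% = DMSO; lower means less RPL19A-GFP as with rapamycin TOR inhibition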
# AHR activator = AHR activators, primary screen, cell-based, luminescence, luciferase reporter, human | activation, % at 5 µM | 2.5% of 320,000 active | AHR-responsive luciferase reporter cells | Aryl hydrocarbon receptor (Homo sapiens), P35869 | AID 2796, 2010; in the data active means activation above about 47%;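 further: 0% = vehicle wells and 100% = reference agonist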
# Target sequence (P35869 whole entry, looked up): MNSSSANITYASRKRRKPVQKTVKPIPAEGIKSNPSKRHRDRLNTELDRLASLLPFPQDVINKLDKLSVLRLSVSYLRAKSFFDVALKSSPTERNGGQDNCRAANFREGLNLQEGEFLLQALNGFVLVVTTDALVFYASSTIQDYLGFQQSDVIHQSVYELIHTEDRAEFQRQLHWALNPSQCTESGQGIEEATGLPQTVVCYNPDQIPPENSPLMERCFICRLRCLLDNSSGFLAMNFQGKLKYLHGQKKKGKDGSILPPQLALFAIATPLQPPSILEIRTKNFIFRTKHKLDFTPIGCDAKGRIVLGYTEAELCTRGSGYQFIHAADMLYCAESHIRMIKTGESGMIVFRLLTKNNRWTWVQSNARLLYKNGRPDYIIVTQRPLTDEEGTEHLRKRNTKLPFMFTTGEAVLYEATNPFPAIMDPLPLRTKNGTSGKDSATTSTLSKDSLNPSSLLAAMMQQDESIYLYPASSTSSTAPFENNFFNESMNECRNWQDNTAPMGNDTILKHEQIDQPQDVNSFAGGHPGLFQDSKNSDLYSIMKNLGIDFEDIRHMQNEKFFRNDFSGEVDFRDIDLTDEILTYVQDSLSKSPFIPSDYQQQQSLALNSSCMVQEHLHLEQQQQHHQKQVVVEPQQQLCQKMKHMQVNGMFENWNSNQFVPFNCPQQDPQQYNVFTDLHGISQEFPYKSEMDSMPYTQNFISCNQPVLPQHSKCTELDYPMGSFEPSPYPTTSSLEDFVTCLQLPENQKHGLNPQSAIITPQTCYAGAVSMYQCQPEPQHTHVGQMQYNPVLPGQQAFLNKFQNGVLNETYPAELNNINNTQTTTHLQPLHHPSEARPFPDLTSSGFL
# AGP1 TOR yeast = modulators of AGP1-GFP expression in yeast TOR pathway, primary screen, cell-based, multiplex flow cytometry, S. cerevisiae, MLPCN library; AID 2066, 2009; GFP response vs DMSO, % at 10 µM; 3 h; GFP as percent of DMSO wells; 0.02% of 320,000 active;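 active means GFP response relative to DMSO above a set limit, near screen average plus 3 SD, cut at about 150% in these data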;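 further: median GFP channel fluorescence of the gated AGP1 strain per well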
# * marks the source's active call; other numbers are inactive results; / = not tested or not shown.
SMILES,LAP4-GFP MLPCN,Efflux pump mplx,MEP2-GFP yeast,CIT2-GFP yeast,CR mimetic SO,RPL19A-GFP yeast,AHR activator,AGP1 TOR yeast
O=C1c2ccccc2C(Nc2cccnc2)N1Cc1ccccc1Cl (stereo not drawn),101.6,0.0,99.8,117.7,99.0,109.5,2.9,114.9
O=C(/C=C/c1ccc(F)cc1)NCCCN1CCN(CCCNC(=O)/C=C/c2ccc(F)cc2)CC1,93.0,-0.1,101.3,103.4,108.4,98.8,1.4,95.0
CCCc1cc(N2CCOCC2)n2ncc(-c3ccccc3)c2n1,103.1,-0.1,109.6,89.3,103.7,106.2,/,88.7
CC(C)c1ccc2c(c1)CCC1C(C)(CN)CCCC21C (stereo not drawn),95.4,0.2,98.0,98.9,114.8,94.4,-1.6,107.4
Cc1ccc2c(c1)N(S(=O)(=O)c1ccc3c(c1)NC(=O)CC(=O)N3)CCO2,101.2,0.6,98.8,93.1,111.2,104.0,6.7,97.2
CCSc1nc2c(c(=O)[nH]1)C(c1cccnc1)C(C(=O)OC(C)C)=C(C)N2 (stereo not drawn),99.6,0.5,103.1,96.9,122.6,95.5,0.1,94.0
COCC(=O)N1CCC(Oc2ccc(C(=O)N(C)C3CCCCC3)cc2)CC1,96.5,0.0,107.0,104.1,105.8,105.3,/,104.5
O=C(CSc1nnc(-c2ccccc2)o1)c1nnc(-c2ccccc2)o1,112.3,0.0,105.4,99.2,93.7,105.2,2.2,102.9
O=C(Cn1[nH]c(=O)c2ccccc2c1=O)Nc1ccc2c(c1)CCC2,98.6,0.1,98.9,103.9,100.2,98.0,18.1,/
c1ccc(-c2csc3ncnc(N4CCc5ccccc5C4)c23)cc1,106.2,0.0,100.4,89.9,83.3,96.4,1.6,95.3
COc1ccc(OC)c(NC(=O)CSc2nncc3ccc(OC)c(OC)c23)c1,100.7,0.3,108.5,95.2,115.4,99.3,14.7,100.8
Cc1cccc(C(=O)N2CCCC(CCC(=O)N3CCN(c4ccccn4)CC3)C2)c1C (stereo not drawn),97.7,0.3,105.3,104.4,88.3,103.2,2.5,98.0
CCOC(=O)c1cccc(NC(=O)C2(S(=O)(=O)c3ccc(C)cc3)CC2)c1,108.7,0.1,95.7,92.6,80.0,99.8,-6.7,96.0
Cc1ccc(OCC(=O)Nc2c3c(nn2C(C)(C)C)CS(=O)(=O)C3)cc1,74.0,0.1,104.3,109.2,99.4,108.2,2.8,98.0
CCCc1c(C(=O)OCC)sc(N)c1C#N,113.6,-0.1,107.4,96.9,89.3,97.1,4.2,102.9

# 2 of these compounds in another layout.
smiles | LAP4-GFP MLPCN | Efflux pump mplx | MEP2-GFP yeast | CIT2-GFP yeast | CR mimetic SO | RPL19A-GFP yeast | AHR activator | AGP1 TOR yeast
CC(C)c1ccc2c(c1)CCC1C(C)(CN)CCCC21C (stereo not drawn) | 95.4 | 0.2 | 98.0 | 98.9 | 114.8 | 94.4 | -1.6 | 107.4
CCSc1nc2c(c(=O)[nH]1)C(c1cccnc1)C(C(=O)OC(C)C)=C(C)N2 (stereo not drawn) | 99.6 | 0.5 | 103.1 | 96.9 | 122.6 | 95.5 | 0.1 | 94.0

# (listing goes on)
SMILES,LAP4-GFP MLPCN,Efflux pump mplx,MEP2-GFP yeast,CIT2-GFP yeast,CR mimetic SO,RPL19A-GFP yeast,AHR activator,AGP1 TOR yeast
COc1ccccc1N1CCN(/N=C/c2ccc(C(=O)O)cc2)CC1,106.6,0.0,110.1,98.9,89.1,97.8,-4.1,99.6
COc1cccc(CNc2nc3ccc(C)cc3n3cnnc23)c1,107.0,0.1,109.5,103.6,125.2,106.9,0.8,109.8
CCCOc1ccc2ccccc2c1/C=C1\SC(=O)NC1=O,80.6,0.7,104.4,104.5,92.7,104.5,9.9,79.0
O=C(Cc1ccc(F)cc1)Nc1cccc(-c2cn3c(n2)SCC3)c1,92.0,0.1,92.8,91.8,111.3,91.4,8.0,92.7
CCOC(=O)N1CCN(C(=O)CCC(=O)c2ccc(OCC)cc2)CC1,99.2,0.0,108.2,103.3,105.1,107.6,-1.6,103.3
COC(=O)c1ccc(NC(=S)NC(=O)C2CCC2)cc1,100.4,0.0,92.4,89.6,74.2,88.7,0.7,85.2
NC(=O)C1CCN(C(=O)/C=C/c2cccc(Br)c2)CC1,90.7,0.0,101.8,89.5,95.3,94.6,18.4,104.0
Cc1ccc2[nH]c(=O)c(CN(Cc3ccc4c(c3)OCO4)Cc3nnnn3C3CCCC3)cc2c1,99.8,0.0,101.0,99.3,97.4,94.3,42.6,102.4
O=C(NCc1cccnc1)C1CCN(S(=O)(=O)c2cccnc2)CC1,94.6,0.2,96.1,91.1,99.6,93.4,5.8,95.7
O=C(Nc1ccc(-c2cscn2)cc1)C1CCCN(Cc2ccccc2)C1 (stereo not drawn),94.4,1.0,107.0,98.3,93.7,99.9,16.1,91.2
O=C(NCCCn1ccnc1)/C(=C\c1cccnc1)NC(=O)c1ccco1,116.5,-0.3,91.2,94.2,124.8,98.0,-0.4,100.1
O=C(c1ccc(Br)cc1)c1coc2ccc(O)cc12,132.6,0.0,99.1,91.7,101.2,95.2,-3.6,94.4
COC(=O)C(N)Cc1ccc(OC)c([N+](=O)[O-])c1 (stereo not drawn),107.2,0.0,99.8,103.2,98.0,102.8,-1.7,104.8
CC(C)(C)c1csc(NNC(=O)c2ccc(Br)cc2)n1,97.7,0.0,92.1,92.9,87.8,93.5,-3.8,92.1
O=C(NCCCCNC(=O)C1CCCC1)C1CCCC1,101.4,-0.1,96.8,/,95.5,95.6,-0.5,92.2
CCn1c(SCC(=O)Nc2ccc(N(C)C)cc2)nnc1C1CC1,98.6,0.0,98.8,105.7,108.3,99.5,7.2,103.2
CN1CCC(OC(=O)COc2ccc(C(C)(C)C)cc2)CC1,101.3,-0.1,104.3,111.4,106.1,103.5,1.9,104.9
CCOc1ccc(NC(=S)NCCN2CCN(Cc3ccccc3)CC2)cc1,101.9,0.0,113.2,101.4,100.3,96.9,-2.0,102.2
COc1ccc(Cc2noc(CN(C)CC3(N4CCOCC4)CCCCC3)n2)cc1OC,102.6,0.2,103.7,97.8,99.4,94.8,3.0,98.4
Cc1cc(NC(=O)/C=C/C(=O)N(CC(=O)NC2CCCC2)c2ccc(F)cc2)no1,99.3,-0.1,93.5,96.7,89.7,93.0,2.6,100.0
CC(Sc1nc(N)cc(=O)[nH]1)C(=O)Nc1nc2c(s1)CCCC2 (stereo not drawn),92.1,-0.1,101.9,109.7,90.2,100.0,4.1,100.7
CN(Cc1ccccc1)c1ccc(S(=O)(=O)N2CCC(C(=O)O)CC2)cc1[N+](=O)[O-],94.8,0.0,88.4,90.3,102.4,86.1,2.9,93.7
COc1cccc2cc(/C(C)=N/Nc3nc(-c4cc(C)ccc4C)cs3)c(=O)oc12,79.7,0.0,92.5,87.6,101.2,97.2,1.3,105.4
Cc1cc(C(F)(F)F)nn1CC(=O)N(C)C1CCCCC1,113.8,0.2,118.0,111.1,103.0,109.3,2.8,107.8
N#CCCN(Cc1ccccc1)C(=S)Nc1ccccc1,88.0,0.1,97.6,95.5,112.7,95.8,25.5,92.3
CC(C)[C@H](NC(=O)c1ccco1)C(=O)OCC(=O)N(C)c1ccccc1,90.0,0.1,99.2,89.3,98.1,97.8,-0.5,100.0
COc1cccc(NC(=O)c2sc3nc(N4CCOCC4)c4c(c3c2N)CCCC4)c1,103.9,-0.3,95.3,99.4,98.8,93.2,-2.8,104.2
CCCn1c(=O)c(C(=O)NCc2ccco2)c(O)c2ccccc21,91.3,0.1,96.7,100.7,97.7,101.3,2.6,100.2
CCOC(=O)Cc1c(C)nc2c(-c3ccccc3OC)c(C)nn2c1C,99.4,-0.1,108.4,97.1,106.3,97.9,-0.2,99.2
COC(=O)c1c(NC(=O)C(C)C)sc2c1CCN(Cc1ccccc1)C2,99.7,0.0,98.6,95.5,109.4,107.3,3.3,102.2

# 11 neighbouring records already listed:
SMILES,LAP4-GFP MLPCN,Efflux pump mplx,MEP2-GFP yeast,CIT2-GFP yeast,CR mimetic SO,RPL19A-GFP yeast,AHR activator,AGP1 TOR yeast
COc1ccc(Cc2noc(CN(C)CC3(N4CCOCC4)CCCCC3)n2)cc1OC,102.6,0.2,103.7,97.8,99.4,94.8,3.0,98.4
Cc1cc(NC(=O)/C=C/C(=O)N(CC(=O)NC2CCCC2)c2ccc(F)cc2)no1,99.3,-0.1,93.5,96.7,89.7,93.0,2.6,100.0
CC(Sc1nc(N)cc(=O)[nH]1)C(=O)Nc1nc2c(s1)CCCC2 (stereo not drawn),92.1,-0.1,101.9,109.7,90.2,100.0,4.1,100.7
CN(Cc1ccccc1)c1ccc(S(=O)(=O)N2CCC(C(=O)O)CC2)cc1[N+](=O)[O-],94.8,0.0,88.4,90.3,102.4,86.1,2.9,93.7
COc1cccc2cc(/C(C)=N/Nc3nc(-c4cc(C)ccc4C)cs3)c(=O)oc12,79.7,0.0,92.5,87.6,101.2,97.2,1.3,105.4
Cc1cc(C(F)(F)F)nn1CC(=O)N(C)C1CCCCC1,113.8,0.2,118.0,111.1,103.0,109.3,2.8,107.8
N#CCCN(Cc1ccccc1)C(=S)Nc1ccccc1,88.0,0.1,97.6,95.5,112.7,95.8,25.5,92.3
CC(C)[C@H](NC(=O)c1ccco1)C(=O)OCC(=O)N(C)c1ccccc1,90.0,0.1,99.2,89.3,98.1,97.8,-0.5,100.0
COc1cccc(NC(=O)c2sc3nc(N4CCOCC4)c4c(c3c2N)CCCC4)c1,103.9,-0.3,95.3,99.4,98.8,93.2,-2.8,104.2
CCCn1c(=O)c(C(=O)NCc2ccco2)c(O)c2ccccc21,91.3,0.1,96.7,100.7,97.7,101.3,2.6,100.2
CCOC(=O)Cc1c(C)nc2c(-c3ccccc3OC)c(C)nn2c1C,99.4,-0.1,108.4,97.1,106.3,97.9,-0.2,99.2

# Following part:
SMILES,LAP4-GFP MLPCN,Efflux pump mplx,MEP2-GFP yeast,CIT2-GFP yeast,CR mimetic SO,RPL19A-GFP yeast,AHR activator,AGP1 TOR yeast
COc1ccc2c(c1OC)C(=O)OC2N1C(=O)CC[C@H]1C(=O)Nc1ccc2c(c1)OCO2 (stereo partly drawn),108.3,-0.1,110.1,108.4,88.2,100.8,4.2,107.0
Cc1sc2nc(CSCC(=O)NC(C)(C)C)[nH]c(=O)c2c1C,101.2,0.0,94.8,99.7,107.3,96.3,22.2,101.5
Cc1cc(C)cc(OCC(=O)NCc2nc(-c3ccccc3)no2)c1,123.2,0.1,112.3,101.5,104.0,106.7,14.9,112.2
CC(C)C(=O)c1cn(CC(=O)NCC2CCCO2)c2ccccc12 (stereo not drawn),113.8,0.1,101.9,88.2,91.6,101.3,-4.0,109.4
Cc1ccc(NC(=O)CN(C)C(=O)CCSc2ccc(F)cc2)cc1,104.6,-0.2,104.8,103.8,100.3,105.1,-1.2,105.6
COc1ccc(C(=O)COC(=O)CCC(=O)Nc2ccc(C(C)=O)cc2)cc1,97.2,0.3,100.6,99.7,81.3,103.6,3.7,97.2
COc1ccc(-n2c(=O)[nH]cc(C(=O)Nc3ccccc3)c2=O)cc1,98.3,-0.1,96.8,98.6,88.3,100.9,18.8,98.7
O=C(NC(=S)NCc1ccccc1)c1ccc2c(c1)OCO2,105.2,-7.4,95.7,96.2,88.0,97.8,83.6*,98.0
Cn1c(SCC#N)nnc1-c1cccnc1,88.5,-0.1,104.0,103.2,105.7,102.4,-0.2,97.6
Cc1ccn2cc(-c3cccc(S(=O)(=O)N4CCCC4)c3)nc2c1,89.0,-0.1,96.4,99.9,128.8,100.3,17.4,102.7
Cc1ccnc(NS(=O)(=O)c2ccc(NC(=O)c3cc(=O)c4ccccc4o3)cc2)n1,97.3,0.0,101.0,105.4,97.5,101.6,2.4,101.8

# Outcome played no part in choosing rows; about 3.9% have a hit in one of these screens.
